Assay outcomes from PubChem.
SUMO1-SIM PPI: alters human SUMO1 binding to SIM partners | P63165 | actives 0.33% (n = 360,000) | inhibition, % at 20 µM | SUMO1 binding to a labelled peptide, TR-FRET, 1 h; in the data active means inhibition above about 37%
CendR NRP1 mod: NRP-1/CendR interaction modulation | O14786 | actives 0.85% (n = 360,000) | inhibition, % at 25 µM | FAM-RPARPAR peptide binding to NRP-1, fluorescence polarization | AID 602438;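 active means inhibition or corrected inhibition above about 18%, plus a signal ratio from 0.5 to 1.5, limit read from the data, passing the limit was not always enough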; further: strong numbers were not always called active
Neddyl block: cullin neddylation inhibition; calls only at 25 µM; P61081+Q13564; TR-FRET cullin neddylation, biochemical; actives 0.58% (n = 360,000); in the data active means inhibition above about 36%
Target sequence (P61081 whole entry, looked up): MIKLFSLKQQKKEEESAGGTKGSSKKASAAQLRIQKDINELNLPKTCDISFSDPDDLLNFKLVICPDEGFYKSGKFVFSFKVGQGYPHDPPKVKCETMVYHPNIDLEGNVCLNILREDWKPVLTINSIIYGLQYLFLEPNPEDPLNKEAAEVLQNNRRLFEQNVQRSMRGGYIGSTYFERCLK
Target sequence (Q13564 whole entry, looked up): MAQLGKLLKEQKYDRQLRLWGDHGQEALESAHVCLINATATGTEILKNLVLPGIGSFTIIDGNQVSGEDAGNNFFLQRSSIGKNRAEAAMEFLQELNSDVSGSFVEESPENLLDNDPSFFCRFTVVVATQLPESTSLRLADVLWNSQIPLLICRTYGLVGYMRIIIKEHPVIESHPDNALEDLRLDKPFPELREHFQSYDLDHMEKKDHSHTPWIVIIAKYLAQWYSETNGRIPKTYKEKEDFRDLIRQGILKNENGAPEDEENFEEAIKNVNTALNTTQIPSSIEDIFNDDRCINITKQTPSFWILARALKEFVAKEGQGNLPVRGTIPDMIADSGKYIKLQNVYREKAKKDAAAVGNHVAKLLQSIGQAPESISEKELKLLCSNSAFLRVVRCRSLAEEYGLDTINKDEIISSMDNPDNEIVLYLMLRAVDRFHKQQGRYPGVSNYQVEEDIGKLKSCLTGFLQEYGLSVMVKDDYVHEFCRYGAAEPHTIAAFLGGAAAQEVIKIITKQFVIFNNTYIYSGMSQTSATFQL
LMPTP inh: blocks human LMPTP phosphatase; P24666; recombinant LMPTP-A, OMFP fluorogenic substrate, fluorescence intensity; inhibition, % at 20 µM; actives 0.22% (n = 360,000); AID 651560;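 active means compounds that cut the enzyme signal by at least half of the control window in the single-dose screen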;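 further: plate controls were DMSO wells with enzyme plus substrate for no effect and substrate without enzyme for full effect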
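Assay system: LMPTP-A, protein tyrosine phosphatase of low molecular weight / Medium: pH 6.0 Bis-Tris buffer with DTT and Triton X-100 / Schedule: 50 min enzyme reaction at room temperature, protected from light / Measured by: endpoint fluorescence intensity from OMFP dephosphorylation / Read-out basis: % inhibition relative to no-enzyme and uninhibited control wells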
TbMetRS inhib: Trypanosoma brucei MetRS inhibition; inhibition, % at 11.9 µM; actives 0.4% (n = 360,000); purified T. brucei MetRS, ATP depletion, Kinase-Glo luminescence;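 active means inhibition above a per-plate cutoff of the control wells' mean inhibition plus 3 SD, cut at about 5.5% in these data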;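 further: 0% = DMSO wells median and 100% = median of wells with control inhibitor compound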
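Test system – parasite MetRS enzyme · Reagent – substrates ATP, L-methionine and bulk Escherichia coli tRNA · Doses – 11.9 µM compound single dose, 0.9% DMSO · Times – 15 min enzyme-compound preincubation, 2 h reaction, 10 min detection, 25 °C · Signal – Kinase-Glo luminescence, ATP depletion format · Controls – DMSO-only wells as low control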
DNMT1 block: blocks human DNA methyltransferase DNMT1 | inhibition (reported as % activation of signal), % at 10 µM | actives 0.83% (n = 360,000) | P26358 | DNMT1 molecular beacon, Hinp1I cleavage, fluorescence; in the data active means inhibition above about 50%
SKN-1 block: C. elegans SKN-1 inhibition | C. elegans VP596 Pgst-4::GFP/RFP ratio, acrylamide-induced, 24 h | inhibition, % at 21.8 µM | actives 0.49% (n = 360,000) | AID 624304;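 active means interference check ratio from 0.5 to 1.5 plus GFP to RFP signal ratio inhibition reaching or exceeding a fixed threshold, cut at about 30% in these data, passing the limit was not always enough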; further: some compounds called inactive have numbers as strong as hits
NadD block: blocks S. aureus nicotinate mononucleotide adenylyltransferase | inhibition, % at 20 µM | actives 0.78% (n = 360,000) | purified NadD enzyme, colorimetric absorbance read-out; in the data active means inhibition above about 26%; further: some compounds past the cut are filed as inactive
STEP block: inhibitors of human striatal-enriched phosphatase STEP. inhibition, % at 20 µM. recombinant STEP, OMFP fluorogenic substrate, fluorescence. actives 0.25% (n = 360,000);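 active means inhibition at 20 µM, scaled per plate between control wells, above about 37%, limit read from the data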;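 further: 0% = DMSO with enzyme and substrate and 100% = substrate only without enzyme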
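System: STEP phosphatase, cell-free reaction; Buffer or medium: Bis-Tris pH 6.0 buffer with DTT, detergent; Incubation: 20 min at room temperature, dark; Measured by: fluorescence, 480/540 nm.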
Scp-1 inhibitor: Scp-1 (human) phosphatase inhibition; actives 0.88% (n = 340,000); inhibition, % at 20 µM; Recombinant Scp1, phosphopeptide, malachite green phosphate absorbance; AID 493091; Q9GZU7;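 active means inhibition above about 50% at 20 µM, limit read from the data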;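 further: plate controls were DMSO wells with enzyme for no effect and wells lacking enzyme for full effect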
Target sequence (Q9GZU7 76-261 limits assumed): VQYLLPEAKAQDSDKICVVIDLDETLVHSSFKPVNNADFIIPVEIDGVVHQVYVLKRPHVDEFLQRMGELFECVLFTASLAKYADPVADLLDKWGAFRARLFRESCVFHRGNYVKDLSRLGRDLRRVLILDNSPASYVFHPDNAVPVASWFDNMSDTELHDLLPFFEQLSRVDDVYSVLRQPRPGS
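System: truncated SCP-1 phosphatase (76-261aa); medium: Tris acetate buffer pH 5.5 with MgCl2 and Tween-20; incubation: 45 min room-temperature reaction, 5 min colour, 30 min stabiliser; compound: single 20 µM dose, 1% DMSO; reagent: Phosphorylated 17-residue peptide substrate; read-out: % inhibition at 20 µM; technique: colorimetric free-phosphate detection, absorbance 630 nm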
* = called active by the depositor; i = inactive; · = not tested or not shown. The order is random. Share with any hit: about 4.6%.

structure	SUMO1-SIM PPI	CendR NRP1 mod	Neddyl block	LMPTP inh	TbMetRS inhib	DNMT1 block	SKN-1 block	NadD block	STEP block	Scp-1 inhibitor
Oc1ccc(N=Nc2n[nH]c(-c3ccccc3)n2)cc1	-48	-8	i	0.1	-0.8	2	2	5	3	-8
Cc1ccccc1Oc1ncnc2sccc12	-13	-9	i	-0.6	-0.7	-1	-9	-8	1	-5
CCc1ccc(-c2nnn(Cc3nc4ccccc4s3)n2)cc1	2	-7	i	3.0	-0.8	-6	5	15	4	-17
COc1cccc(-c2nc(CS(=O)CC(=O)NC3CCCC3)c(C)o2)c1 (stereo unspecified)	-3	-6	i	0.3	0.0	5	9	-2	-2	-1
O=C(O)COc1ccc(/C=C/c2nc(-c3ccccc3O)n[nH]2)cc1	2	6	i	-0.5	0.8	-4	-23	-1	2	-5
Cc1cccc(C)c1NC(=O)N1CCN(C2CCCCC2)CC1	-2	7	i	-3.6	-0.3	2	5	0	1	-13
COc1ccc(/C=C(\NC(=O)c2ccccc2)C(=O)NNC(=O)CCN2CCOCC2)cc1	-3	-4	i	-0.1	-0.3	-1	14	-5	-3	-3
O=C(Nc1ccccc1)N(c1ccccc1)C1C=CS(=O)(=O)C1 (stereo unspecified)	3	-3	i	-1.9	-0.6	2	-9	-7	-3	-5
CSc1cccc(NC(=O)COC(=O)c2ccccn2)c1	-4	3	i	-0.4	-0.1	1	7	-7	-1	-1
COC(=O)C1C(=O)C2=C(CC1C)NC(=O)CC2c1cccc(C)c1 (stereo unspecified)	1	4	i	0.6	-0.7	-1	4	0	4	-14
Cc1cc(N(C)Cc2ccccc2)nc(-c2ccccc2)n1	1	17	i	3.0	-0.1	-6	-3	-5	0	3
CC12CCC(C(=O)N(c3ccccn3)c3ccccn3)(OC1=O)C2(C)C (stereo unspecified)	-4	-2	i	0.5	-0.3	2	7	2	-2	-5
CC(=O)Nc1cc(Cl)ccc1OS(=O)(=O)c1ccc(C)cc1	3	-2	i	-0.1	-0.1	15	7	-1	1	-4
CCOC(=O)c1cc(NC(=O)CNCC(c2ccccc2)N(C)C)cc(C(=O)OCC)c1 (stereo unspecified)	4	3	i	-1.7	-0.5	-2	2	-10	0	-6
Cc1cc(C)cc(NC(=O)CCc2nc3sc4c(c3c(=O)[nH]2)CCCC4)c1	-4	-33	i	1.0	-0.3	39	12	12	2	11
CCOC(=O)C1CCCN(C(=O)c2ccc3c(c2)N(C)C(=O)/C(=C/c2ccccc2Cl)S3)C1 (stereo unspecified)	-6	1	i	5.4	-0.7	-7	15	-3	4	-14
CCn1c(COc2ccccc2C)nnc1SCC(=O)N1CCC(C)CC1	-1	4	i	0.5	-1.2	-1	-1	-3	2	3
CC(C)(C)c1ccc(CC(=O)N2CCC2(C)C(=O)NS(=O)(=O)c2cccc(C#N)c2)cc1 (stereo unspecified)	-1	-1	i	-2.7	-0.2	2	19	-11	-3	·
O=C(CSc1nc2ccccc2c(=O)[nH]1)Nc1ccc([N+](=O)[O-])cc1	-2	-15	i	0.9	-0.2	-6	10	3	0	-12
CCOc1ccc(NS(=O)(=O)c2ccc(C(=O)NCC(C)(C)N3CCOCC3)cc2)cc1	0	0	i	1.3	-0.4	0	12	-5	-3	-3
C=CCNC(=O)NC(=O)CSc1nc2cc([N+](=O)[O-])ccc2n1-c1cccc(C(F)(F)F)c1	3	-5	i	-0.8	-0.3	-1	8	1	7	-4
CCCOC(=O)C1C2C=CC3(CN(c4ccc(Cl)c(F)c4)C(=O)C13)O2 (stereo unspecified)	2	2	i	0.6	-1.0	-3	7	1	0	-12
O=C(O)c1n[nH]c2c1CC(C1CCCCC1)CC2 (stereo unspecified)	6	19	i	1.1	0.3	8	14	11	2	14
CCN1CCCC1Cn1cnc2c([nH]c3ccc(C)cc32)c1=O (stereo unspecified)	-5	-1	·	2.9	0.7	4	-20	-11	0	0
Nn1c(SC/C=C/c2ccccc2)nnc1-c1ccco1	3	1	i	0.4	-0.6	2	5	5	-1	-2
O=C(NCc1ccco1)C(=O)c1cn(CC(=O)N2CCCCC2)c2ccccc12	-2	-4	i	0.0	1.0	0	4	4	1	-7
COc1ccc(-n2c(-c3ccccc3)cc3c2CCCC3=O)cc1	-2	6	i	0.8	0.1	-5	1	-5	-1	-21
Cn1c(=O)c2ncn(CC(=O)NCCOc3ccc(C(C)(C)C)cc3)c2n(C)c1=O	-1	3	i	-2.8	-0.3	-2	7	4	-15	47
O=C(c1cc(S(=O)(=O)N2CCN(c3ccccc3)CC2)ccc1Cl)N1CCCC(C(F)(F)F)C1 (stereo unspecified)	1	9	i	2.2	-0.5	-1	4	1	1	-1
COCC(C)NS(=O)(=O)c1ccc(OC)cc1 (stereo unspecified)	-2	1	i	-0.6	0.6	0	-11	1	0	-3

Sorted by length of the SMILES (high to low): some entries from above
structure	SUMO1-SIM PPI	CendR NRP1 mod	Neddyl block	LMPTP inh	TbMetRS inhib	DNMT1 block	SKN-1 block	NadD block	STEP block	Scp-1 inhibitor
Cn1c(=O)c2ncn(CC(=O)NCCOc3ccc(C(C)(C)C)cc3)c2n(C)c1=O	-1	3	i	-2.8	-0.3	-2	7	4	-15	47
CCCOC(=O)C1C2C=CC3(CN(c4ccc(Cl)c(F)c4)C(=O)C13)O2 (stereo unspecified)	2	2	i	0.6	-1.0	-3	7	1	0	-12
CCN1CCCC1Cn1cnc2c([nH]c3ccc(C)cc32)c1=O (stereo unspecified)	-5	-1	·	2.9	0.7	4	-20	-11	0	0
COCC(C)NS(=O)(=O)c1ccc(OC)cc1 (stereo unspecified)	-2	1	i	-0.6	0.6	0	-11	1	0	-3

New compounds follow:
structure	SUMO1-SIM PPI	CendR NRP1 mod	Neddyl block	LMPTP inh	TbMetRS inhib	DNMT1 block	SKN-1 block	NadD block	STEP block	Scp-1 inhibitor
Cc1c(-c2nc(N)nc(Nc3ccccc3F)n2)oc2ccccc12	8	-6	i	2.5	-0.6	-5	-16	4	-4	6
CCN(CC)S(=O)(=O)c1cccc(-c2nnc(SCC(N)=O)n2C)c1	-3	0	i	-1.8	-0.9	0	-10	-3	-1	-3
Cc1oc(-c2ccccc2)cc1C(=O)Nc1cccc(/C=C/C(=O)O)c1	6	-5	i	0.2	-0.2	-1	2	1	-2	-1
CCCCN(C(=O)c1[nH]c(C)c(C(C)=O)c1C)c1c(N)n(CCCC)c(=O)[nH]c1=O	3	-9	i	-1.0	-0.5	2	6	-1	1	-6
COc1ccccc1C1=NC(c2ccccc2)CN1c1ccccc1 (stereo unspecified)	-1	3	·	2.5	-0.1	-2	3	1	2	-12
COCCCNS(=O)(=O)c1ccc2[nH]c3c(c2c1)CCCCC3	4	11	i	-1.1	-0.7	-5	-4	-10	1	-7
CC1(C(=O)Nc2ccc3c(c2)OCCO3)CSCC(=O)N1CCOc1ccccc1 (stereo unspecified)	-4	-11	i	0.3	0.2	·	-7	·	·	·
Cc1cc(C(=O)OCC(=O)NC(C)c2ccccc2)c(C)o1 (stereo unspecified)	-1	3	i	0.0	0.7	3	-5	2	-2	3
O=C(N/N=C/c1ccccc1OC(=O)c1ccc2c(c1)OCO2)c1ccccc1	3	6	i	1.5	2.9	-6	11	4	1	-12
O=C(Nc1cccnc1)c1ccc(F)cc1	-4	0	i	-2.6	-0.1	-1	-26	-7	4	-6

In a second layout: 2 of the compounds above
CC1(C(=O)Nc2ccc3c(c2)OCCO3)CSCC(=O)N1CCOc1ccccc1 (stereo unspecified)
  SUMO1-SIM PPI: -4; CendR NRP1 mod: -11; Neddyl block: i; LMPTP inh: 0.3; TbMetRS inhib: 0.2; DNMT1 block: ·; SKN-1 block: -7; NadD block: ·; STEP block: ·; Scp-1 inhibitor: ·
COC(=O)C1C(=O)C2=C(CC1C)NC(=O)CC2c1cccc(C)c1 (stereo unspecified)
  SUMO1-SIM PPI: 1; CendR NRP1 mod: 4; Neddyl block: i; LMPTP inh: 0.6; TbMetRS inhib: -0.7; DNMT1 block: -1; SKN-1 block: 4; NadD block: 0; STEP block: 4; Scp-1 inhibitor: -14

Other results.
structure	SUMO1-SIM PPI	CendR NRP1 mod	Neddyl block	LMPTP inh	TbMetRS inhib	DNMT1 block	SKN-1 block	NadD block	STEP block	Scp-1 inhibitor
Cc1onc(-c2ccccc2)c1C(=O)Nc1nnc(-c2ccncc2)s1	13	4	·	0.8	-1.8	1	1	-6	-2	-4
COc1ccccc1N1CCN(CCN2C(=O)CC3(CCCC3)CC2=O)CC1	1	1	i	-2.0	-0.6	-1	-5	1	-3	1
CC(=O)n1cc(/C=N/NC(=O)c2ccc([N+](=O)[O-])cc2)c2ccccc21	-27	-5	i	0.3	0.7	-4	-8	0	2	-11
C[C@@H]1CN([C@@H](C)CO)C(=O)c2c(c3ccccc3n2C)-c2ccccc2CO[C@H]1CN(C)C(=O)C1CC1	1	7	i	-1.8	0.1	-1	4	3	-2	·
COc1ccccc1NC(=O)CSc1nnc(CNC(=O)c2ccco2)n1C	-1	15	i	-1.4	-0.8	12	-9	1	0	-2
CSc1ncnc2c1ncn2CC(=O)C1CCC2C3CCC4=CC(=O)CCC4(C)C3CCC12C (stereo unspecified)	-3	-6	i	2.6	-0.3	-10	-4	4	1	1
CCOC(=O)C[C@H]1c2ccccc2S(=O)(=O)N1Cc1cccc(C(F)(F)F)c1	-1	8	i	-0.2	-0.3	17	0	-9	-2	-3
CC(C)c1ccc(/C=C2\Oc3c(ccc(O)c3CN3CCN(C)CC3)C2=O)cc1	-14	-55	i	-2.2	-0.1	1	-7	-3	-1	3
